High-throughput results: PubChem BioAssay, The Scripps Research Institute Molecular Screening Center
FBW7 activator = human FBW7 E3 ligase activation, primary screen; Q969H0; AlphaScreen FBW7–phospho-cyclin E peptide binding, activator screen; normalized activity (activation), % at 26.1 µM; actives 0.13% (n = 650,000); AID 1259310; in the data active = normalized activity above about 1.9%;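 also: purified mutant Fbw7 with reduced substrate affinity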
TEAD-YAP block = TEAD-YAP interaction inhibition. HEK-TIYL cells, TEAD-Gal4/YAP UAS-luciferase luminescence. inhibition, % at 9.12 µM. actives 1.4% (n = 640,000). AID 1259422; in the data active = inhibition above about 32%;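 also: 0% = median of test compound wells and 100% = reference inhibitor wells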
MITF primary = human MITF inhibition, primary screen | O75030 | AlphaScreen MITF homodimerization, bead proximity signal | inhibition, % at 2.6 µM | actives 0.91% (n = 650,000) | AID 1259374; in the data active = inhibition above about 50%;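 also: 0% = vehicle wells with protein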
Target sequence (O75030 whole entry, looked up): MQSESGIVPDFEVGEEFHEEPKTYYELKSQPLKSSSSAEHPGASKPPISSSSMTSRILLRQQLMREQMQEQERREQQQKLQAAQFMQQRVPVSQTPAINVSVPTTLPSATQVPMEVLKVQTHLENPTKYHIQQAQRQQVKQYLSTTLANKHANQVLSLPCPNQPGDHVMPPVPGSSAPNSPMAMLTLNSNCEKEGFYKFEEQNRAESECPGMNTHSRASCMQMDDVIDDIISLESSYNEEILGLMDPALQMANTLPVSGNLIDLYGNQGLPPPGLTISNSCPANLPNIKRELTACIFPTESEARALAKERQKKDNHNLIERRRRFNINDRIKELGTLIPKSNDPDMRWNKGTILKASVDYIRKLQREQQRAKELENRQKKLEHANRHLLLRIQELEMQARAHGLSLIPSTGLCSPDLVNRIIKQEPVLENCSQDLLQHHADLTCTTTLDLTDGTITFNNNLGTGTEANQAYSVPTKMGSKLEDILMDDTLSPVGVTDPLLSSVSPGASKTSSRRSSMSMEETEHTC
GPR151 activ = activators of human GPR151; PathHunter beta-arrestin GPR151 cells, luminescence; AID 1508602; actives 1% (n = 650,000); activation, % at 11.2 µM; in the data active = activation above about 4.9%;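 also: 0% = median of compound wells and 100% = cells with positive control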
Target sequence (Q8TDV0 whole entry, looked up): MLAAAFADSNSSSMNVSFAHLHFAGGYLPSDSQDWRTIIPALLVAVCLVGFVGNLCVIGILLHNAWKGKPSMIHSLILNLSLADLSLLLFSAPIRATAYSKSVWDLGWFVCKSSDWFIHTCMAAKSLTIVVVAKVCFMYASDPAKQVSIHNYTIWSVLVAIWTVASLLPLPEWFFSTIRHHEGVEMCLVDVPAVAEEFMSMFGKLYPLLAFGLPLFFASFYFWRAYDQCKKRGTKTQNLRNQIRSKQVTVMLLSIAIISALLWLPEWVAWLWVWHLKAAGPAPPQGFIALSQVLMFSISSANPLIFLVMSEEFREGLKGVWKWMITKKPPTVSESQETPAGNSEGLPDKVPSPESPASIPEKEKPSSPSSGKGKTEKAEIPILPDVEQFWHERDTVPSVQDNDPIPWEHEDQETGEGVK
* marks the source's active call; other numbers are inactive results; & = joins results of further samples. Random draw from the library (roughly 3.5% active in at least one column).

Structure	FBW7 activator	TEAD-YAP block	MITF primary	GPR151 activ
C=CCOc1ccc(/C(O)=C2/C(=O)C(=O)N(Cc3cccnc3)C2c2ccc(F)cc2)cc1C (configuration not stated)	-0.2	-10.0	-5.4	0.1
CCN(CC)C(=O)c1sc2ncn(Cc3cccc(F)c3)c(=O)c2c1C	0.0	-3.8	0.6	-0.3
CCOc1ccc(Nc2nc3cc(C)ccc3nc2NS(=O)(=O)c2ccc(C)cc2)cc1	0.7	10.3	-2.2	1.4
OCCNc1ccnc(Nc2ccc(N3CCOCC3)cc2)n1	-0.1	2.6	-3.7	0.4
CC(C)(C)c1ccc(Oc2coc3cc(OC(=O)c4cccs4)ccc3c2=O)cc1	-0.2	15.1	4.9	0.2
CC(NC(=O)c1ccc(OC2CCN(C(=O)C3CC3)CC2)cc1)c1ccccc1 (configuration not stated)	0.2	14.6	12.2	-1.0
CN1CCN(C(=O)c2ccc(-c3nc(NC4CC4)c4[nH]cnc4n3)cc2)CC1	0.5	-11.6	14.0	-1.5
O=C(NCCc1c[nH]c2ccccc12)c1ccco1	0.2	-20.7	-2.4	-0.9
CN(c1cccc(NC(=O)Nc2cccc(Cl)c2)c1)S(C)(=O)=O	-0.2	-26.5	-7.2	1.9
CCOc1ccccc1NC(=O)C1=C(C)NC(=O)NC1c1ccccc1OC (configuration not stated)	-0.1	3.0	-5.5	-0.1
O=C1CC(c2ccc(Cl)c(Cl)c2)C2=C(CCCC2=O)N1 (configuration not stated)	0.0	1.6	25.7	-0.8
CCOC(=O)C1CCC(CN(Cc2ccccc2Cl)S(=O)(=O)c2ccc(C)cc2)CC1 (configuration not stated)	-0.1	1.0	-11.1	-0.1

Limited to MITF primary, for 4 of the compounds above:
compound | MITF primary
O=C(NCCc1c[nH]c2ccccc12)c1ccco1 | -2.4
C=CCOc1ccc(/C(O)=C2/C(=O)C(=O)N(Cc3cccnc3)C2c2ccc(F)cc2)cc1C (configuration not stated) | -5.4
CN(c1cccc(NC(=O)Nc2cccc(Cl)c2)c1)S(C)(=O)=O | -7.2
OCCNc1ccnc(Nc2ccc(N3CCOCC3)cc2)n1 | -3.7

New compounds follow
Structure	FBW7 activator	TEAD-YAP block	MITF primary	GPR151 activ
O=C(NCN1C(=O)C2C3C=CC(C3)C2C1=O)Nc1cccnc1 (configuration not stated)	0.2	3.2	1.4	-0.9
CCCNS(=O)(=O)c1ccc(Br)c(C)c1	0.0	-3.7	-2.2	0.3
O=C(O)c1cc(S(=O)(=O)N2CC3CC3C2C(=O)O)c(Cl)cc1Cl (configuration not stated)	-0.1	-5.8	-4.1	2.9
O=C(CN1CCN(Cc2cccc(Cl)c2)C1=O)NCc1ccc(F)cc1	-0.3	-0.7	-3.1	-0.1
COc1ccc(C(=O)Nc2ccc(S(=O)(=O)Nc3nccs3)cc2)cc1	0.0	-7.8	-1.1	-1.3
N[n+]1cnn(CC(=O)c2ccc([N+](=O)[O-])cc2)c1	-0.2&0.2	4.4&-6.2	-7.4&13.4	-0.3&1.4
CCCn1c(C(O)c2cc(OC)ccc2OC)nc2ccccc21 (configuration not stated)	0.1	9.4	-2.8	1.3
CCN1C(=O)C(CC(=O)Nc2cccc(C)c2)SC1=Nc1ccc(OC)cc1OC (configuration not stated)	0.0	29.6	54.9*	0.8
COc1ccccc1NS(=O)(=O)c1c(C)noc1C	0.7	-3.6	21.8	-0.4
Cc1ccc2nc(N3CCOCC3)c(/C=C3\NC(=S)NC3=O)cc2c1	0.1	3.9	-0.1	0.9
CCN(CCCNC(=O)CNC(=O)c1nn(-c2ccc(OC)cc2)c(=O)c2ccccc12)c1ccccc1	-0.2	18.7	-1.7	0.0
N#C/C(=C\c1ccc(Cl)cc1)c1nc(-c2cc3ccccc3oc2=O)cs1	0.0	0.5	14.0	-1.6
COc1ccc(-n2nnc(C(C)=O)c2Nc2cccnc2)cc1	-0.1	1.9	-3.7	-3.2
COc1cc(/C=N\NC(=O)c2cc(C(C)(C)C)[nH]n2)cc(OC)c1OC	0.1	0.1	13.4	1.0
CCCNC(=O)Cc1cn(-c2ccc(N3CCc4ccccc4C3)nn2)c2ccccc12	-0.1	-21.3	-0.9	0.7
C=CCNC(=O)C/C(C)=N/NC(=O)c1ccoc1C	0.7	-21.9	19.1	-6.6
CCCCN(C(=O)Cn1nnc2ccccc21)C(C(=O)NCCOC)c1ccccc1C (configuration not stated)	0.1	3.3	-29.6	0.8
Cc1ccc(C(=O)NC2CC3CCC2C3)cc1[N+](=O)[O-] (configuration not stated)	0.0	-25.2	11.9	-0.6
CCCOc1ccc(C(=O)CCN(CC)CC)cc1	0.5	-2.6	16.3	0.6
Cc1c(Cc2ccc3c(c2)OCO3)sc(NC(=O)C2CC2)c1C(N)=O	-0.1	-0.1	-6.0	4.2
COC(=O)c1c(NC(=O)c2ccc(S(=O)(=O)N3CCC(C)CC3)cc2)sc2c1CCN(C(C)=O)C2	0.2	17.0	22.8	-1.9
Cc1cccc(-n2cc(-c3ccccc3)c3c(NCc4ccccc4)ncnc32)c1	0.1	-0.6	9.1	1.7
COC(=O)c1ccccc1NC(=O)NCCCc1ccccc1	0.0	-24.8	6.9	-1.1
COc1ccc(/C=N/Nc2ccc([N+](=O)[O-])cc2S(=O)(=O)N2CCOCC2)cc1	0.6	1.4	8.8	-0.6
COc1cc(N)ccc1NC(=O)CCc1ccc(C)cc1	0.4	-0.9	12.5	-0.5
COc1ccccc1N(CC(=O)Nc1ccc(C)c(C)c1)S(C)(=O)=O	0.0	1.4	4.7	-0.6
Cc1ccc(Cn2c(SCC(=O)NCCC3=CCCCC3)nc3ccsc3c2=O)cc1	0.3	5.4	16.0	-1.8
COc1ccc(N2CCC(N3CCN(C)C(CCO)C3)CC2)cc1 (configuration not stated)	-0.1	0.5	-12.7	-1.3
O=C(CSc1ccc2ccccc2n1)NNC(=O)c1cccc([N+](=O)[O-])c1	-0.1	0.4	-3.3	-0.2
O=C1[C@H]2CN(Cc3cnn(-c4cccc(Cl)c4)c3)CCN2C(=O)[C@H]2CCCN12	0.0	5.0	8.0	-0.8
COC(=O)c1c(NC(=O)c2cncc(Br)c2)sc2c1CCCC2	0.1	11.0	5.3	0.0
CSc1nnc(C)c(=O)n1COC(=O)c1cccc(C)c1	-0.4	7.3	-11.6	-2.4
S=c1nc(-c2cccc(Br)c2)[nH][nH]1	0.1	-0.4	14.1	2.7
CCC(=O)N1c2ccc(Cl)cc2C2C=CCC2C1c1cccc2ccccc12 (configuration not stated)	0.1	12.5	12.0	0.3
COc1ccc(C(=O)N2CCN(CCN3C(=O)c4ccccc4C3=O)CC2)cc1OC	-0.1	0.8	12.8	0.4
O=c1[nH]c(=O)n(Cc2ccccc2Cl)c(O)c1C=NCc1ccccc1Cl	1.2	-5.4	5.6	1.4
Cc1cc2c3c(c1)C1C=CCC1C(c1cccc([N+](=O)[O-])c1)N3CC1CC=CC21 (configuration not stated)	0.0	-16.1	4.7	-1.2
CCN1C(=O)/C(=C\C=C2/SCCN2C)OC1=S	-0.2	-51.3	4.0	0.3
OCn1nc(-c2ccc(Cl)cc2Cl)oc1=S	0.1	5.1	6.1	1.0
CC(C)N1CCC(N2CCN(Cc3ccc4cccc(F)c4n3)CC2CCO)CC1 (configuration not stated)	0.2	3.8	-27.3	-0.2
O=C(NCc1ccco1)c1ccccc1Cl	-0.1	-10.7	0.6	-1.4
Cc1cc(C)c2c(NCc3ccc(O)cc3)n[nH]c2n1	-0.2	-6.8	4.9	-0.3
CC(=O)Oc1ccc(N(C(C)=O)S(=O)(=O)c2ccc3ccccc3c2)cc1Br	0.1	1.4	13.0	0.4
CCNC(=O)COc1ccc2ccccc2c1	0.2	-45.1	15.5	0.0
CC1CC(=O)C2=C(C1)Nc1ncnn1C2c1cccnc1 (configuration not stated)	0.1	-2.0	11.2	0.7
O=C(Cn1c2ccccc2c(=O)c2ccccc21)NCc1ccccc1	0.1	-8.1	3.2	-0.8
O=C(Nc1ccccc1)Nc1ccn(-c2ccccc2)n1	0.1	-31.4	-5.6	-0.2
CCOC(=O)c1ccc(NC(=O)CCC(=O)N2CC(C)Oc3ccc(C)cc32)cc1 (configuration not stated)	0.4	-0.4	12.5	0.2
Cn1c(=O)c2c(nc(NCCO)n2Cc2ccc(F)cc2)n(C)c1=O	-0.1	27.9	7.6	-0.3
Cc1cc(NC(=O)COc2ccc([N+](=O)[O-])cc2)no1	0.0	-5.9	5.3	0.0
C=CCc1ccccc1OCCOc1ccc(/C=C2/C(=N)N3C(c4ccccc4)=CSC3=NC2=O)cc1OC	-0.2	17.2	-11.4	-0.9
O=C(c1ccc(Oc2ccccc2)cc1)C1CCCN(C(=O)CCN2CCCC2=O)C1 (configuration not stated)	0.0	7.9	1.6	-0.9
COCCNC(=O)c1ccc(Nc2cccc(Cl)c2)c(NC(C)=O)c1	0.2	-8.4	16.8	-0.9
Cc1ccc(C)c(N2C(=O)C3C4C=CC(O4)C3C2=O)c1 (configuration not stated)	-0.1	8.5	-2.2	0.3
O=S1(=O)CCC(NC(=S)N/N=C/c2ccncc2)C1 (configuration not stated)	-0.2	7.2	-3.3	0.4
CC(C)CCNC(=O)C1CC(=O)OC12CCCCC2 (configuration not stated)	0.1	7.1	5.6	-1.2
CCOC(=O)C(NC(=O)c1ccc(F)cc1)(Nc1sc2c(c1C(=O)OC)CCCC2)C(F)(F)F (configuration not stated)	-0.2	-3.5	-6.3	1.1
O=C(CSc1nc2[nH]ncc2c(=O)[nH]1)N1CCCCC1	0.0	-6.4	0.8	-0.7
C=CCC1(CC=C)CCCN1Cc1c(C(=O)N2CCCN(C)CC2)nc2sccn12	0.1	-7.2	7.5	-0.4
CNc1c(NS(=O)(=O)c2ccc([N+](=O)[O-])cc2)c(=O)oc2ccccc12	0.2	-2.1	9.6	0.4

More records follow:
Structure	FBW7 activator	TEAD-YAP block	MITF primary	GPR151 activ
O=C(Cc1cn(-c2ccc(Nc3ccc(N4CCOCC4)cc3)nn2)c2ccccc12)Nc1ccc(N2CCOCC2)cc1	-0.1	-4.3	16.1	1.0
O=C(Nc1cccc(F)c1)C1CCN(C(=O)N2CCOc3ccccc32)CC1	-0.2	0.4	-6.6	-2.3
CCN(CC)CCCNC(=O)C1CCN(c2nc3ccc(OC)cc3s2)CC1	-0.1	-14.0	-5.4	0.7
COc1ccc(C(=O)Nc2ccc3c(C)cc(=O)oc3c2)cc1	-0.3	-73.4	-8.5	0.1
O=C(CO)n1c2ccccc2c2ccccc21	-0.1	6.2	-11.8	-0.1
CCN1CCCC1CNC(=O)CCNC(=O)Cn1cnc2sc3c(c2c1=O)CCCC3 (configuration not stated)	-0.1	3.0	7.0	1.8
CC1CC(C)(C)NC(=S)N1CCC(=O)NCc1ccco1 (configuration not stated)	-0.1	-8.0	12.3	-0.9
CCOC(=O)C1=C(C)NC(C)=C(C(=O)OCC)C1c1ccc(OC)cc1	0.2	10.3	2.2	0.6
COC(=O)c1c(NC(=O)c2ccccc2OC)sc2c1CCC(C)C2 (configuration not stated)	-0.1	4.5	19.8	-0.2
CCc1c(C)nc2ncnn2c1Nc1ccccc1OC	-0.3	-5.2	-7.1	1.3
CCOC(=O)Cn1c(=O)oc2cc(S(=O)(=O)Nc3ccccc3F)ccc21	0.1	9.1	7.7	0.3
CCCCCOC(=O)c1ccc(NC(=O)COc2ccc(Br)cc2)cc1	0.0	6.4	-1.9	0.1
COc1ccc(C(=O)/C=C/c2cc3ccccc3o2)c(OCc2ccccc2)c1	0.1	-8.5	-5.2	0.8
CCOc1ccc(C2CC(=O)Nc3cc(OC)c(OC)c(OC)c32)cc1Cl (configuration not stated)	0.3	-0.6	16.4	0.0
COc1cccc(-c2ccc(C(=O)NCCN3CCOCC3)c(N3CCOCC3)n2)c1	0.0	-4.7	-4.6	0.7
COC(=O)c1ccc2c(=O)n(CC3CCCO3)c(SCC(=O)N3CCN(c4ccccc4OC)CC3)nc2c1 (configuration not stated)	0.1	-6.0	11.3	-1.1
CC1=NNC(=O)C1CC(=O)N/N=C/c1ccc(C)o1 (configuration not stated)	-0.1	-6.5	-8.4	-0.1
